NS3 helicase inh = blocks Hepatitis C virus NS3 helicase unwinding; NS3 helicase DNA unwinding, Cy5 molecular beacon fluorescence; inhibition, % at 10.9 µM; 290,000 compounds, 0.56% hits; AID 1800;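 active = inhibition above the mean of all tested compounds plus 3 SD, set per campaign, cut at about 35% in these data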;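 note: 0% = DMSO wells and 100% = thioflavine S control wells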
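assay system = NS3 helicase fragment of HCV | buffer or medium = MOPS pH 6.5, MgCl2, DTT, Tween20, BSA | timing = 60 min unwinding reaction at 25 °C after ATP addition | signal = Cy5 beacon fluorescence read at start and 1 h | read-out basis = % inhibition of unwinding | control set = low DMSO, high thioflavine S at 110 µM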
DNA FID counter = fluorescent intercalator displacement, NS3 helicase counter-screen; 290,000 compounds, 0.17% hits; DNA fluorescent intercalator displacement, fluorescence; inhibition, % at 7.9 µM; in the data active = inhibition above about 37%;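 note: 0% = vehicle and 100% = reference compound; higher means more ethidium bromide displaced from hairpin DNA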
UBC9 SUMO inh = SUMOylation inhibition; P63279; 290,000 compounds, 0.36% hits; HTRF SUMOylation assay, SAE1/SAE2 + UBC9, in vitro; inhibition, % at 35 µM; in the data active = inhibition above about 50%, passing the limit was not always enough; note: strong numbers were not always called active
IDE act = IDE (human) activation, cell-based; AID 493087; HEK cells, FAbeta-B cleavage, fluorescence polarization; 0% vehicle, 100% cell-free pure enzyme wells; 340,000 compounds, 0.073% hits; P14735; activation, % at 5.96 µM;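 active = activation above the mean of all tested compounds plus 3 SD, set per screening campaign, cut at about 17% in these data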
PHOSPHO1 block = PHOSPHO1 (human) inhibition; Q8TCT1; recombinant PHOSPHO1, absorbance phosphatase assay; inhibition, % at 13.3 µM; 290,000 compounds, 1.1% hits; in the data active = inhibition above about 60%
Target sequence (Q8TCT1 whole entry, looked up): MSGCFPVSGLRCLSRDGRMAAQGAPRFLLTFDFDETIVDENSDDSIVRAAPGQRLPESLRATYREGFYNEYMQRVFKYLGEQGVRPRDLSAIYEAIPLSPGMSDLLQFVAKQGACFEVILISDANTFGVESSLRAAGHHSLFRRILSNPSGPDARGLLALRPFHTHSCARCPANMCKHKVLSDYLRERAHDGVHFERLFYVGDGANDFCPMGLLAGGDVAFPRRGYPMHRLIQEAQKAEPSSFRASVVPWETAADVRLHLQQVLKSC
p-CIP stab down = p/CIP protein destabilization | Q05BA5 | F442A p/CIP-EGFP cells, EGFP fluorescence, 16 h | decrease of EGFP signal, % at 10 µM | 290,000 compounds, 0.01% hits;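 active = EGFP signal decrease of at least 30% at 10 µM or well 3 SD below plate mean, unless failing retest; inactive = the rest, including hits failing retest or dose response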; note: some compounds called inactive have numbers as strong as hits; many of its hits are not listed in these tables
MEKK3 PB1 HTS = MEKK3-MEK5 PB1 interaction, increase or decrease; bead-based flow cytometry, Alexa488-MEK5 binding to MEKK3; actives lie on both sides; 0 = blocked by unlabeled MEK5, 100 = vehicle; 290,000 compounds, 1.4% hits; binding response (% of control), % at 10 µM;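 active = binding response more than 3 SD above or below the average of its plate-row segment, actives on both sides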;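 note: Alexa488 bead fluorescence after subtracting the streptavidin-only scavenger bead signal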
Target sequence (Q99759 whole entry, looked up): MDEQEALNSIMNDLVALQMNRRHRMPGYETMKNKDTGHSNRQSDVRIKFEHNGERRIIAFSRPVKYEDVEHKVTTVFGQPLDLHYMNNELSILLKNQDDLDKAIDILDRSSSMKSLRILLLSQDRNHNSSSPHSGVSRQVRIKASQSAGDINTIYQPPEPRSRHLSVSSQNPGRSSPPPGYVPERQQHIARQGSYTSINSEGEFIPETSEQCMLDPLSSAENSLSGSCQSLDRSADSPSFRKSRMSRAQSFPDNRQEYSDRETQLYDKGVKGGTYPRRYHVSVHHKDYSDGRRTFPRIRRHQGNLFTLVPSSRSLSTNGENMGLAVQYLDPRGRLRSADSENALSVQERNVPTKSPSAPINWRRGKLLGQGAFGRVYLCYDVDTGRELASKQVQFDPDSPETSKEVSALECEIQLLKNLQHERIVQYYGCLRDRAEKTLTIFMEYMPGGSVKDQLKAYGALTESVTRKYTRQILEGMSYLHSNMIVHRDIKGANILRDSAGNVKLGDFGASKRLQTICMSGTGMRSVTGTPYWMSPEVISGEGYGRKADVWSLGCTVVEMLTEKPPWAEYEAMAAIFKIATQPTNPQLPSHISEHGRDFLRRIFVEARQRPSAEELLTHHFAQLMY
VIM-2 inhibitor = inhibitors of Pseudomonas aeruginosa VIM-2 metallo-beta-lactamase | purified VIM-2, nitrocefin hydrolysis, epi-absorbance fluorescence | inhibition, % at 5.6 µM | 290,000 compounds, 0.89% hits;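 active = inhibition above the mean of all tested compounds plus 3 SD, cutoff set per screening run, cut at about 7.5% in these data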;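 note: red hydrolysis product quenches plate fluorescence so inhibitors raise well fluorescence; 0% = enzyme with DMSO and 100% = DMSO without enzyme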
IMP-1 inh = blocks Pseudomonas aeruginosa IMP-1 metallo-beta-lactamase; inhibition, % at 5.6 µM; purified IMP-1, nitrocefin hydrolysis, epi-absorbance fluorescence; 290,000 compounds, 0.45% hits;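 active = inhibition above the mean plus 3 SD of all compounds in the same screening run, cut at about 4.5% in these data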;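 note: 0% = IMP-1 with DMSO and 100% = DMSO wells lacking enzyme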
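System – purified recombinant IMP-1 beta-lactamase · Input – IMP-1 dispensed at 0.2 nM · Timing – 15 min preincubation plus 25 min reaction at 25 °C · Signal – Epi-absorbance fluorescence, 480 nm excitation, 530 nm emission · Measure – percent IMP-1 inhibition derived from blank-referenced optical density · Controls – Enzyme-plus-DMSO low control, enzyme-free DMSO high control · Replication – singlicate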
* = called active by the depositor; nt = no result given; & = joins results of further samples; [ ] = remark or other dose. Not all compounds are listed. The share of hits here may be higher or lower than overall.

cpd	smiles	PHOSPHO1 block	MEKK3 PB1 HTS	UBC9 SUMO inh	NS3 helicase inh	DNA FID counter
1	COc1ccc(N2CC(C(=O)NCCc3c[nH]c4ccccc34)CC2=O)cc1 (stereo not given)	-6	100	17	3	-19
2	CCCCC(=O)Nc1ccc(C(=O)Nc2ccc(S(=O)(=O)Nc3nccc(C)n3)cc2)cc1	2	96	6	0	-29
3	CCc1nnc(N2CCN(c3ncnc4c3oc3ccccc34)CC2)s1	-14	98	20	4	-28
4	COCC(=O)Nc1cccc(Br)c1	10	100	10	0	-4
5	C=C1CCN([C@@H](C)C(=O)OCc2cccc(C)c2)S(=O)(=O)c2ccccc21	36	100	0	nt	nt
6	CCC(=O)c1cc2c(C)cc(=O)oc2c(C)c1OC	19	85	-10	0	-4
7	Cc1ccc(CSC2=Nc3ccccc3C3=NC(CC(=O)NCc4ccco4)C(=O)N23)cc1 (stereo not given)	2	104	20	31	-24
8	CN(CC(=O)N1CCOCC1)C(=O)CSc1nc2ccccc2s1	23	108	-3	-5	-3

cpd	p-CIP stab down	IMP-1 inh	VIM-2 inhibitor	IDE act
1	-16	-1.6	2.5	-2
2	-13	-2.0	1.3	-1
3	7	-0.8	12*	-12
4	5	-0.2	-4.2	0
5	-12	nt	nt	5
6	-4	-5.0	1.8	1
7	-4	-1.3	-1.4	5
8	9	-2.2	1.0	-4

Next section.
cpd	smiles	PHOSPHO1 block	MEKK3 PB1 HTS	UBC9 SUMO inh	NS3 helicase inh	DNA FID counter
9	Cc1ccc(Nc2nc(N)nc(CSCCO)n2)cc1	9	108	9	-3	-1
10	CN1CCN(S(=O)(=O)c2cccc(C(=O)Nc3nc(-c4ccccc4)cs3)c2)CC1	46	nt	-20	-26	12
11	CC1Cc2ccccc2N1S(=O)(=O)c1cccc(C(=O)Nc2cccnc2)c1 (stereo not given)	24	88	-5	-18	-14
12	COc1ccc(CN2CCN(C(=O)C3CCN(S(=O)(=O)c4cccs4)CC3)CC2)c(OC)c1OC	-17	1.0*[inhibitor]	25	0	-16
13	O=C(NCC(=O)N(CC1CCCO1)C1(C(=O)NC2CCCC2)CCCCC1)c1ccccc1 (stereo not given)	-4	97	-9	0	-34
14	COC(=O)C(O)(NC(=O)NC(C)=O)C(F)(F)F (stereo not given)	5	105	-7	3	1
15	CN1CCN(C(=O)c2cc3nc(-c4ccccc4)cc(-c4ccccc4)n3n2)CC1	14	96	11	-12	9
16	Cc1cccc(-c2noc(CCC(=O)Nc3ccc(C(N)=O)cc3)n2)c1	-16	96	11	-9	-11

cpd	p-CIP stab down	IMP-1 inh	VIM-2 inhibitor	IDE act
9	11	0.6	-0.7	-2
10	-32	0.0	3.4	-5
11	-13	-2.8	-3.3	3
12	4	0.0	2.5	-2
13	8	-3.9	-3.5	0
14	-6	-1.6	-2.6	3
15	-10	-4.1	4.8	-1
16	-2	-1.1	-0.6	nt

Next part.
cpd	smiles	PHOSPHO1 block	MEKK3 PB1 HTS	UBC9 SUMO inh	NS3 helicase inh	DNA FID counter
17	CCC(Oc1ccccc1)C(=O)N1CCC(C(N)=O)CC1 (stereo not given)	-10	104	-5	2	-1
18	COc1cc(-c2nc(C)c(C(C)=O)n2O)ccc1OCC(=O)Nc1ccc(F)cc1	4	96	11	19	-4
19	COc1ccc(C)cc1NC(=O)c1nnn(Cc2cccc(F)c2)c1N	10	102	5	-4	-5
20	CC(C)CCN1C(=O)c2ccc(C(=O)NCC3CCCO3)cc2C1=O (stereo not given)	39	97	-10	-5	-20
21	O=C(O)c1cc(C2CC2)nc2ccccc12	1	110&82	-3	-15	0
22	CCCS(=O)(=O)C(=C(Nc1ccc(OC)cc1)Nc1ccc(OC)cc1)S(=O)(=O)CCC	-7	105	7	4	-23
23	CSc1cccc(NC(=O)CN2C(=O)c3ccccc3S2(=O)=O)c1	6	96	-8	4	-1
24	CC(C)(C)Nc1nc2cc([N+](=O)[O-])ccc2o1	42	104	13	2	0

cpd	p-CIP stab down	IMP-1 inh	VIM-2 inhibitor	IDE act
17	-8	-3.4	-0.6	2
18	-1	-0.1	-0.6	3
19	-3	-2.1	-4.9	6
20	31	-1.9	1.6	-2
21	-2	-3.7	-2.7	-2
22	1	1.2	-3.5	-3
23	-26	-3.0	-2.5	0
24	-2	-1.6	-1.5	6

More results:
cpd	smiles	PHOSPHO1 block	MEKK3 PB1 HTS	UBC9 SUMO inh	NS3 helicase inh	DNA FID counter
25	CCOC1(OCC)C(c2ccc(N)cc2)C(C#N)(C#N)C1(OCC)OCC (stereo not given)	0	101	-15	6	-1
26	COc1cc(C(=O)NCCc2ccc(S(=O)(=O)N3CCCC3)cc2)cc(OC)c1OC	32	87	5	-7	-20
27	Cc1occc1-c1nnc(SCC(=O)N2CCN(c3ccc(F)cc3)CC2)n1C	25	105	25	-2	-15
28	CCC(C(=O)NC1CC1)n1nc(C)c2c(C)n(-c3ccc(C)cc3)nc2c1=O (stereo not given)	27	104	3	0	-39
29	Cc1ccc(/C=C/S(=O)(=O)NCc2ccc(F)cc2)cc1	28	102	-4	-6	-18
30	Cc1cc(C)cc(N(CC(=O)NC(C)(C)C)C(=O)CNC(=O)c2cccs2)c1	24	100	1	6	-24
31	Cc1ccc(/C=C/C(=O)Nc2ccc(Oc3ccccc3)cc2)o1	-6	100	34	15	-5
32	O=C(N/N=C/c1cc(Br)ccc1O)C(=O)Nc1ccccc1OC(F)(F)C(F)F	29	103	27	8	-5

cpd	p-CIP stab down	IMP-1 inh	VIM-2 inhibitor	IDE act
25	6	-1.2	-0.7	5
26	-5	-1.4	-2.2	-4
27	-3	-0.8	-2.6	4
28	11	-2.7	-0.8	4
29	8	-1.5	-1.1	5
30	4	-1.6	-1.9	5
31	-6	-2.3	-1.7	1
32	-6	-3.2	-5.2	-6

Continued.
cpd	smiles	PHOSPHO1 block	MEKK3 PB1 HTS	UBC9 SUMO inh	NS3 helicase inh	DNA FID counter
33	O=C(CC1C(=O)NCCN1C(=O)c1ccc([N+](=O)[O-])cc1)Nc1ccc(F)cc1 (stereo not given)	27	100	1	6	-9
34	COc1ccccc1/C=C/C1C(C(=O)OCC(C)C)=C(C)N=C2SCCC(=O)N21 (stereo not given)	-5	103	-15	0	-3
35	CCN1CCN(S(=O)(=O)c2ccc(F)c(C(=O)Nc3c(F)cc(F)cc3Br)c2)CC1	29	103	9	2	3
36	N#Cc1cccc(NC(=O)CN2CCCCCC2)c1	32	99	16	-3	0
37	CCCN1CCN(C(=O)c2oc3c(Cl)cccc3c2C)CC1	44	103	14	2	-13
38	CC(=O)Nc1ccc(S(=O)(=O)N2CCC(C(=O)NCCC(=O)Nc3ccccc3)CC2)cc1	4	102	3	1	-10
39	COC(=O)Cn1nnc2c(cnn2-c2ccccc2)c1=O	32	101	11	2	-1
40	O=C(CSc1ccc(-c2ccccn2)nn1)Nc1ccc(F)cc1F	13	101	8	-43	-14

cpd	p-CIP stab down	IMP-1 inh	VIM-2 inhibitor	IDE act
33	9	-2.2	-3.6	9
34	0	-3.0	-4.7	6
35	-4	-2.3	-2.3	-4
36	-5	-0.9	-0.1	4
37	6	-1.9	-2.0	-2
38	0	-2.0	0.6	-4
39	-11	-3.4	-3.2	5
40	-18	-5.9	-3.1	2

Remaining list, next part.
cpd	smiles	PHOSPHO1 block	MEKK3 PB1 HTS	UBC9 SUMO inh	NS3 helicase inh	DNA FID counter
41	COc1ccc(C(=O)NC2CCN(C(=O)Nc3ccccc3Cl)CC2)cc1	-12	67	5	7	-12
42	CCOC(=O)C1=C(c2ccccc2)NC(SCC(=O)Nc2ccccc2C)=C(C#N)C1c1ccco1 (stereo not given)	-8	99	-13	-14	-10
43	COc1ccc(C2(C#N)CCC(=O)N2c2ccccc2)cc1 (stereo not given)	37	107	8	-5	-4
44	C=CCNC(=O)C(=O)c1c(-c2ccccc2)[nH]c2ccccc12	-18	116	1	6	-6
45	COc1ccc(N2C(=O)CC(C)(C)CC2=O)cc1OC	51	104	19	11	-7
46	Cc1ccc(CN(C(=O)c2ccccc2[N+](=O)[O-])C2CCS(=O)(=O)C2)o1 (stereo not given)	32	101	7	3	-9
47	Cn1c(/C(C#N)=C(\O)c2cccc(F)c2)nc2ccccc21	31	107	-4	-3	-5
48	CC(C)C(=O)Nc1cc(C(F)(F)F)ccc1-n1ccnc1	-30	101	16	-9	-1

cpd	p-CIP stab down	IMP-1 inh	VIM-2 inhibitor	IDE act
41	3	-1.3	-1.2	5
42	-2	-1.6	-3.2	4
43	-10	-2.1	-2.6	4
44	-6	-1.0	0.0	-1
45	-9	-3.4	-3.0	1
46	-8	3.8	-0.5	4
47	0	-2.4	-4.1	4
48	-1	-3.3	-0.7	-8

Next compounds:
cpd	smiles	PHOSPHO1 block	MEKK3 PB1 HTS	UBC9 SUMO inh	NS3 helicase inh	DNA FID counter
49	Cc1ccc(-c2nc3ccccc3n3nnnc23)cc1	6	82*[inhibitor]	15	6	1
50	CCCCN(C)C(=O)C1CCN(CCCc2ccccc2)CC1	1	nt	19	-25	8
51	CC(C)c1ccc(O)c(NC(=O)c2cccnc2)c1	-6	95	-2	-7	-1
52	Cc1ccc(C)c(NC(=O)CSc2nnc(Cc3cccn3C)n2-c2ccc(F)cc2)c1	-1	100	4	19	-50
53	COc1ccccc1C1NC(=O)NC(C)=C1C(=O)OC1CCC(C)CC1 (stereo not given)	nt	103	-3	-14	-32
54	Cc1ccccc1Cn1c2ccccc2c2cnn(CC(=O)NCCCN3CCOCC3)c(=O)c21	40	109	13	-22	21
55	COc1cc(OC)nc(-n2ncc(Br)c(Br)c2=O)n1	13	85	-17	1	-3
56	COc1ccc(C2=NN(CC(=O)NCc3ccco3)C(=O)CC2)cc1	-24	130*	15	12	-4

cpd	p-CIP stab down	IMP-1 inh	VIM-2 inhibitor	IDE act
49	-2	-7.7	-3.2	8
50	-8	-0.3	-0.7	10
51	1	-0.7	-3.7	-1
52	-7	-3.9	-3.7	7
53	2	0.0	-1.3	-4
54	-5	-1.1	0.4	2
55	-17	-1.7	-0.7	7
56	-7	-2.5	-1.6	1
